PriA SSB inh = inhibitors of Klebsiella pneumoniae PriA binding to SSB C-terminal tail, primary screen, biochemical, AlphaScreen; PriA–SSB C-terminal tail interaction (Klebsiella pneumoniae); 430,000 compounds, 0.6% hits; AID 1272365, 2023; AlphaScreen SSBct-PriA binding, biotinylated peptide; inhibition, % at 33 µM; in the data active means inhibition mostly above about 37%, no sharp cut-off; inactive means mostly below about 20%;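 further: plate controls were negative control peptide for no effect and reference peptide for full effect; strong numbers were not always called active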
* = called active by the depositor; & = joins results of further samples.

Sample of the layout (14 entries):
> COc1cc(/C=C2\SC(=N)NC2=O)ccc1OCC(=O)Nc1ccc(C)cc1
  PriA SSB inh: -5

> C=CCn1c(SCC(=O)Nc2ccc3c(c2)OCCO3)nc2sc3c(c2c1=O)CCCCC3
  PriA SSB inh: -12

> CCOC(=O)c1sc(NC(=O)c2ccn(CC)n2)nc1C
  PriA SSB inh: -9

> Cn1cc(S(=O)(=O)N2CCCN(C(=O)c3cc(-c4ccc(F)cc4)nn3C)CC2)cn1
  PriA SSB inh: -12

> Cc1nc(SCc2ccccc2)[nH]c(=O)c1CC(=O)NCCc1c[nH]c2ccccc12
  PriA SSB inh: 10

> NC(=NOC(=O)c1ccccc1F)c1nonc1N
  PriA SSB inh: -6

> O=C(Cn1c(=O)oc2ccccc21)NCC[C@H](O)c1ccc2c(c1)OCO2
  PriA SSB inh: -9

> C=CCn1c(SCC(=O)NCc2ccccc2Cl)nc2cc(C(=O)NCC3CCCO3)ccc2c1=O (configuration not stated)
  PriA SSB inh: -12&-6

> O=C(NCc1cc(-c2ccc(F)cc2F)on1)c1cccs1
  PriA SSB inh: 1

> COc1ccc2ccccc2c1C=Nn1cnnc1
  PriA SSB inh: 6

> O=C1CCC(=O)N1c1ccc(S(=O)(=O)NC(c2cccnc2)C2CCOCC2)cc1 (configuration not stated)
  PriA SSB inh: 8

> O=C(Nc1nnc(-c2cc3ccccc3o2)o1)c1c(F)cccc1F
  PriA SSB inh: 10

> Cc1nnc(C2CCCN(S(=O)(=O)c3cccnc3)C2)s1 (configuration not stated)
  PriA SSB inh: 2

> CS(=O)(=O)c1ccc(CCC(=O)N2CCC(c3cccs3)CC2)cc1
  PriA SSB inh: -7

This part in full (from the top)
> COc1cc(/C=C2\SC(=N)NC2=O)ccc1OCC(=O)Nc1ccc(C)cc1
  PriA SSB inh: -5

> C=CCn1c(SCC(=O)Nc2ccc3c(c2)OCCO3)nc2sc3c(c2c1=O)CCCCC3
  PriA SSB inh: -12

> CCOC(=O)c1sc(NC(=O)c2ccn(CC)n2)nc1C
  PriA SSB inh: -9

> Cn1cc(S(=O)(=O)N2CCCN(C(=O)c3cc(-c4ccc(F)cc4)nn3C)CC2)cn1
  PriA SSB inh: -12

> Cc1nc(SCc2ccccc2)[nH]c(=O)c1CC(=O)NCCc1c[nH]c2ccccc12
  PriA SSB inh: 10

> NC(=NOC(=O)c1ccccc1F)c1nonc1N
  PriA SSB inh: -6

> O=C(Cn1c(=O)oc2ccccc21)NCC[C@H](O)c1ccc2c(c1)OCO2
  PriA SSB inh: -9

> C=CCn1c(SCC(=O)NCc2ccccc2Cl)nc2cc(C(=O)NCC3CCCO3)ccc2c1=O (configuration not stated)
  PriA SSB inh: -12&-6

> O=C(NCc1cc(-c2ccc(F)cc2F)on1)c1cccs1
  PriA SSB inh: 1

> COc1ccc2ccccc2c1C=Nn1cnnc1
  PriA SSB inh: 6

> O=C1CCC(=O)N1c1ccc(S(=O)(=O)NC(c2cccnc2)C2CCOCC2)cc1 (configuration not stated)
  PriA SSB inh: 8

> O=C(Nc1nnc(-c2cc3ccccc3o2)o1)c1c(F)cccc1F
  PriA SSB inh: 10

> Cc1nnc(C2CCCN(S(=O)(=O)c3cccnc3)C2)s1 (configuration not stated)
  PriA SSB inh: 2

> CS(=O)(=O)c1ccc(CCC(=O)N2CCC(c3cccs3)CC2)cc1
  PriA SSB inh: -7

> CO[C@@H](CNC(=O)C(=O)NCc1cccs1)c1ccc(Cl)s1
  PriA SSB inh: -2

> O=S(=O)(c1ccccc1)c1nc(-c2ccc(Br)cc2)oc1N1CCCCCC1
  PriA SSB inh: 28

> COc1ccc2c(c1)CCN(C(=O)C1CCc3nc(C)[nH]c3C1)C2 (configuration not stated)
  PriA SSB inh: -2

> COc1cccc(C(=O)NN=C(c2ccccc2)c2ccccn2)c1
  PriA SSB inh: -20

> CCOc1ccc(C2C(C#N)=C(N)Oc3cc(C)n(Cc4ccco4)c(=O)c32)cc1OCC (configuration not stated)
  PriA SSB inh: -7

> CCOC(=O)c1c(C)oc2cc(Br)c(OC(C(=O)OCC)c3ccccc3)cc12 (configuration not stated)
  PriA SSB inh: -2

> Cn1nc(CNC(=O)C2CCN(S(C)(=O)=O)CC2)cc1-c1ccco1
  PriA SSB inh: 9

> CC(=NO)c1ccccc1C(=O)O
  PriA SSB inh: -15

> O=C(NN=Cc1ccco1)c1cccc(S(=O)(=O)Nc2ccccc2Cl)c1
  PriA SSB inh: 0

> Cc1ccc([N+](=O)[O-])cc1S(=O)(=O)NCc1csc(-c2ccccc2)n1
  PriA SSB inh: 21

> c1ccc(-n2c(SCc3nc4ccccc4s3)nnc2-c2ccncc2)cc1
  PriA SSB inh: -7

> COC(=O)N1CCC(CNC(=O)C(=O)Nc2cccc(N3CCCC3=O)c2)CC1
  PriA SSB inh: 7

> CO[C@@H](CNS(=O)(=O)c1ccccc1F)c1ccc(C)s1
  PriA SSB inh: -8

> COc1cccc(NC(=O)Nc2ccccc2-c2cn3ccsc3n2)c1OC
  PriA SSB inh: 14

> COc1ccc(N2CCN(CCNC(=O)C(=O)Nc3cc(Cl)ccc3OC)CC2)cc1
  PriA SSB inh: -4

> CCCC(O)=C1C(=O)CC(C)(C)CC1=Nc1ccc(OC)cc1OC
  PriA SSB inh: -12

> O=c1cc(-c2ccccc2)n2c(=S)[nH]nc2[nH]1
  PriA SSB inh: 3

> N#Cc1c(NC(=O)COc2ccc(F)cc2)sc2c1CCN(Cc1ccccc1)C2
  PriA SSB inh: 0

> CN1C(=O)c2ccc(NC(=O)[C@@H]3CCCN3S(=O)(=O)c3ccc(Cl)s3)cc2C1=O
  PriA SSB inh: -1

> CSCC[C@](C)(O)CNC(=O)NCc1cccs1
  PriA SSB inh: -18

> O=C(Cc1ccc(F)cc1)NCC(c1ccsc1)N1CCCC1 (configuration not stated)
  PriA SSB inh: 1

> O=C(Nc1ccc(O)c(-c2nc3ccccc3s2)c1)c1cc(Cl)cc(Cl)c1
  PriA SSB inh: -2

> COc1ccc(CCC(=O)N2CCc3[nH]c(=O)c(C#N)cc3C2)c(OC)c1OC
  PriA SSB inh: -11

> O=C(NCc1ccccc1)N1CCn2cccc2C1c1ccccc1F (configuration not stated)
  PriA SSB inh: 28

> O=C(c1nc2ccccc2s1)N1C2C=CCC1CC2 (configuration not stated)
  PriA SSB inh: -6

> Cc1[nH]c2ccccc2c1C=NNC(=O)c1cc(C(C)(C)C)[nH]n1
  PriA SSB inh: 11

> O=C(O)CCC(=NNc1ccc(Cl)cc1)c1cccs1
  PriA SSB inh: -6

> Cc1ccc(NC(=O)c2ccco2)cc1Cl
  PriA SSB inh: -1

> Cc1ccccc1C(=O)NCCn1ncccc1=O
  PriA SSB inh: -14

> CC(=O)N1CCc2c(sc(NC(=O)c3cc(-c4cccs4)nc4ccccc34)c2C#N)C1
  PriA SSB inh: -7

> C=C1C(C(=O)Nc2ccc(OCc3ccccc3)cc2)C1C(=O)Nc1ccc(OCc2ccccc2)cc1 (configuration not stated)
  PriA SSB inh: -3

> CCCOc1cc(N2CCN(C(=O)Cc3ccc(Cl)cc3)CC2)nc(C)n1
  PriA SSB inh: 0

> O=C(NCc1cccs1)C(=O)Nc1ccc(Cl)c(N2CCCS2(=O)=O)c1
  PriA SSB inh: 2

> CCCCOc1ccccc1NC(=O)c1ccccc1OC
  PriA SSB inh: -25

> COc1ccc(C(C)=NNC(=O)c2ccccc2OCc2ccccc2)c(OC)c1
  PriA SSB inh: -15

> Cn1c(=O)c2c(NCc3ccco3)ccnc2n(C)c1=O
  PriA SSB inh: 5

> O=C(COc1ccc(Cl)cc1Cl)N1C2C=CCC1CC2 (configuration not stated)
  PriA SSB inh: 11

> COC(=O)c1ccc(C(=O)NC[C@@](C)(O)Cc2ccco2)cc1
  PriA SSB inh: -2

> O=C(c1ccccn1)N1CCS[C@H](c2ccccc2Cl)CC1
  PriA SSB inh: -2

> COc1ccc(C=NNC(=O)c2cccnc2)c2ccccc12
  PriA SSB inh: 13

> CCN(CC)CC#CCNC(=O)NCc1ccc(Cl)cc1
  PriA SSB inh: 0

> CC(=NNC(=O)c1cccc(S(=O)(=O)N2CCOCC2)c1)c1ccc(C#N)cc1
  PriA SSB inh: -21

> O=C(NCCNS(=O)(=O)c1ccc(F)cc1)c1ccc(NC(=O)C2CC2)cc1
  PriA SSB inh: 3

> COc1ccc(Cl)cc1NC(=O)CN1CCCCC1
  PriA SSB inh: -22

> NC(=Nc1nc2ccccc2o1)NC(=O)C(Cc1ccccc1)N1C(=O)c2ccccc2C1=O (configuration not stated)
  PriA SSB inh: -3

> CS(=O)(=O)N1CCN=C1SCc1ccccc1F
  PriA SSB inh: -9

> CCOc1ccccc1-c1nc(CSc2nc3ccccc3c(=O)n2CC2CCCO2)c(C)o1 (configuration not stated)
  PriA SSB inh: -16

> Cc1cc(NC(=O)C(=O)NCc2cccs2)n(-c2nc(C(C)C)cc(=O)[nH]2)n1
  PriA SSB inh: -3

> Cn1cc(-c2oc3ccccc3c(=O)c2O)cn1
  PriA SSB inh: -5

> O=C(NCC[C@H](O)c1ccoc1)C(=O)Nc1cccnc1
  PriA SSB inh: 2

> O=C1CCSCC(C(=O)NCCc2c[nH]c3ccccc23)N1 (configuration not stated)
  PriA SSB inh: -17

> NS(=O)(=O)c1cc(C(=O)Nc2ccccc2Cl)ccc1F
  PriA SSB inh: -2

> CCn1cc(NC(=O)Nc2ncccc2C)c2ccccc21
  PriA SSB inh: 8

> O=[N+]([O-])c1ccccc1C=NN1CCN(c2ccccc2)CC1
  PriA SSB inh: 32

> O=C(CCCCCn1cnc2ccccc2c1=O)Nc1cccc(Cl)c1
  PriA SSB inh: -8

> CC(=O)Nc1nc(CC(=O)Nc2nc(-c3ccco3)cs2)cs1
  PriA SSB inh: 10

> CC(CC(=O)Nc1ccc(N(C)C)cc1)=NNC(=O)c1ccc([N+](=O)[O-])cc1
  PriA SSB inh: 10

> Cc1cc(C(=O)CSc2nnc3scc(-c4ccccc4)n23)c(C)n1-c1cc(F)ccc1F
  PriA SSB inh: -8

> CC(C)(C)c1ccc(S(=O)(=O)Nc2ccc(-c3ccc(NS(=O)(=O)c4ccc(C(C)(C)C)cc4)cc3)cc2)cc1
  PriA SSB inh: -11

> COc1ccc(CCCC(=O)NCC(=O)NN=Cc2cc(Cl)ccc2OC)cc1
  PriA SSB inh: 0

> Cc1cc(OC2CCN(C(=O)c3sc(C)nc3C)CC2)cc(=O)o1
  PriA SSB inh: 2

> c1ccc(CNc2nc(N3CCCCCC3)nc3c2cnn3-c2ccccc2)cc1
  PriA SSB inh: 0

> COc1ccc(/C=C2\SC(=NS(=O)(=O)c3cccs3)NC2=O)cc1
  PriA SSB inh: -3

> O=S(=O)(Cc1ccc(C(F)(F)F)cc1)c1cn(Cc2ccccc2Cl)c2ccccc12
  PriA SSB inh: 0

> C=CCc1cccc(C=Nn2c(C)nnc2C)c1O
  PriA SSB inh: -3

> Cc1[nH]c(=O)[nH]c(=O)c1CCC(=O)Nc1nncs1
  PriA SSB inh: -30

> Cc1ccc(S(=O)(=O)c2nc(SCC(=O)N3CCCCC3)sc2Cl)cc1
  PriA SSB inh: 1

> COc1ccc(CCNC(=O)CSc2nnc3c4cc(-c5ccccc5)nn4ccn23)cc1OC
  PriA SSB inh: -18

> COc1ccc(CCC(=O)NC2CCN(c3nccs3)C2)c(OC)c1OC (configuration not stated)
  PriA SSB inh: 10

> Cc1noc(C)c1C(=O)N1CC(n2ccnn2)C1
  PriA SSB inh: -3

> C=CCN1C(=O)C(C)(C)COc2ccc(NC(=O)c3cccc(OC)c3OC)cc21
  PriA SSB inh: -5

> Cc1ccc([C@H](CNC(=O)c2ccc(C(C)(C)C)cc2)N2CCN(C)CC2)cc1
  PriA SSB inh: -9

> C[C@](O)(CNC(=O)CCc1ccccc1F)c1ccc(-c2ccccc2)cc1
  PriA SSB inh: -9

> Cc1cccc(C(N)=NOC(=O)N2c3ccccc3Sc3ccccc32)c1
  PriA SSB inh: 34

> COc1cccc(-n2c(Cc3cc(=O)[nH]c(=O)[nH]3)nnc2SCc2c(F)cccc2Cl)c1
  PriA SSB inh: -1

> COc1cc(=O)n(-c2ccc(F)cc2)nc1C(=O)N1CCN(c2ccccc2F)CC1
  PriA SSB inh: 5

> CCn1c(SCC(=O)NN=Cc2ccc(C)o2)nnc1-c1ccccc1
  PriA SSB inh: -5

> COc1ccc(C=NNC(=O)CC(=O)NCc2cccnc2)cc1[N+](=O)[O-]
  PriA SSB inh: 0

> CCCC(=NNC(=O)c1nnn(-c2nonc2N)c1CN1CCCCC1)c1ccccc1
  PriA SSB inh: -3

> O=C(Cn1cccc1)NCCN1Cc2ccccc2OCC1=O
  PriA SSB inh: -7

> CCn1ccc2c(OCC(=O)NC3CCCC3)cccc2c1=O
  PriA SSB inh: -24

> CC(C)(C)c1cc(=O)[nH]c(=S)[nH]1
  PriA SSB inh: 2

> COc1ccc(CC(=O)NCCCn2nc(-c3ccc(C)cc3)ccc2=O)cc1OC
  PriA SSB inh: -15

> COc1cc(/C=C\C(=O)NCCn2ncc3c(=O)n(Cc4ccc([N+](=O)[O-])cc4)cnc32)cc(OC)c1OC
  PriA SSB inh: -8

> O=C(Nc1nnc(-c2ccco2)o1)NC1CCCCC1
  PriA SSB inh: -3

> Cc1noc(C2CN(CCCc3ccccc3)C2)n1
  PriA SSB inh: -11

> Cc1ccc2nc(NC(=O)CSc3nnc(CNC(=O)c4ccccc4F)o3)sc2c1
  PriA SSB inh: 0

> CC(=O)c1sc(NC(=O)c2cccc(S(=O)(=O)C(C)C)c2)nc1C
  PriA SSB inh: -4

> Cc1ccccc1C=NNC(=O)Cc1ccc(Cl)cc1
  PriA SSB inh: -4

> O=C(NCCn1nc(-c2ccco2)ccc1=O)c1ccc(S(=O)(=O)N2CCCC2)cc1
  PriA SSB inh: -5

> CCOc1ccc2nc(NC(=O)c3coc(NC(=O)c4ccsc4)n3)sc2c1
  PriA SSB inh: -4

> Cc1nc(Nc2ccccn2)cc(N2CCN(C(=O)Nc3ccc(F)c(Cl)c3)CC2)n1
  PriA SSB inh: -17

> CC(=O)Nc1ccc(C(=O)NCCc2cc(C)no2)cc1
  PriA SSB inh: -10

> O=C(Nc1cccc(Cl)c1)Nc1nc(C(=O)N2CCN(C(=O)c3ccco3)CC2)cs1
  PriA SSB inh: -5

> Cc1cc2ncc3c(n2n1)CCN(S(=O)(=O)N(C)C)C3
  PriA SSB inh: -30

> NC(=NOC(=O)c1ccccc1)c1ccn[nH]1
  PriA SSB inh: -1

This is a subset; the hit share may differ from the screen's.
